Screening data from PubChem BioAssay.
ATXN2 expr inh: Primary qHTS for Inhibitors of ATXN expression; HEK-293 ATXN2-luciferase reporter, luminescence, 24 h; Potency, µM (titrated, usually from 57 µM), without a hit: at the top dose activity change, negative = inhibition, usual class: inhibitors; 360,000 tested, 0.72% active; AID 1745845, 2022; further: on the % scale 0 is the no-effect control and ±100 the full control effect; nearly all actives have a fitted effect of over 55% in size
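ATXN2-luciferase reporter cells (luciferase flanked by upstream and downstream ATXN2 gene portions) were treated 24 h at 37 °C with compounds at up to 57 uM. SteadyGlo luminescence gave expression; GF-AFC fluorescence gave viability.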
EPAC2 antag: qHTS for Antagonist of cAMP-regulated guanine nucleotide exchange factor 2 (EPAC2): primary screen | EPAC2 GEF exchange of Rap1B-BODIPY-GDP, fluorescence | AID 720708, 2013 | Rap guanine nucleotide exchange factor 4 (Homo sapiens), Q8WZA2 | Potency, µM (titrated, usually from 114 µM), without a hit: at the highest dose activity, negative = inhibition, hits mostly inhibitors | 360,000 tested, 0.18% active; further: on the % scale 0 is the no-effect control and ±100 the full control effect; nearly all actives have a fitted effect of over 45% in size; many of its hits are not listed in these tables
Target sequence (Q8WZA2 whole entry, looked up): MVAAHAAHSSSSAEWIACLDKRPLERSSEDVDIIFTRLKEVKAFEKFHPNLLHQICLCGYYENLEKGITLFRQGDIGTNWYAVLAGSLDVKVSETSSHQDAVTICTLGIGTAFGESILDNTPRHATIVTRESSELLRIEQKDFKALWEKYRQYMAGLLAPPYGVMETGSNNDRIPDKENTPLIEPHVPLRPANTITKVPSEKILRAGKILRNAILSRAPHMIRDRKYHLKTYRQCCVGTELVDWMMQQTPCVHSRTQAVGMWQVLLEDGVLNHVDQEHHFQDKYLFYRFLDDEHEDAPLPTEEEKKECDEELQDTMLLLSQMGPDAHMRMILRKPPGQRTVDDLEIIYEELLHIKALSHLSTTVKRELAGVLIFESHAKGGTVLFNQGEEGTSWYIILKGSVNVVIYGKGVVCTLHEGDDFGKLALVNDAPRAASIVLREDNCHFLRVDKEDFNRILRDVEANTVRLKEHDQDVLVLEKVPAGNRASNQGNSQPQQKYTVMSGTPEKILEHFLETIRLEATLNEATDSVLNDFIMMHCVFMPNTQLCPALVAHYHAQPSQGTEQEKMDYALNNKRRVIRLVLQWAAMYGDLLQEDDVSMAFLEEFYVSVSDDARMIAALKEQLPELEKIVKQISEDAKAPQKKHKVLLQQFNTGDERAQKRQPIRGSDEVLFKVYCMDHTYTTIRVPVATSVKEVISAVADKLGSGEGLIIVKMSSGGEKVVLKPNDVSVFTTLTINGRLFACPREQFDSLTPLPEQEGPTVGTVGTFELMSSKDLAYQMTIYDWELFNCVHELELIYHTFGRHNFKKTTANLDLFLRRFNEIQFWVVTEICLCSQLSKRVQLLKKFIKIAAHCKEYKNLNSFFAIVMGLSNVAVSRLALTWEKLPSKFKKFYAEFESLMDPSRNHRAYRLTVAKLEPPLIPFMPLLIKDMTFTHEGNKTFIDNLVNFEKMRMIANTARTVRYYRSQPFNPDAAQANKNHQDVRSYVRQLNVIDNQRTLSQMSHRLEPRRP
HepG2 tox: qHTS for Inhibitors of TGF-b: Cytotox Counterscreen; HepG2 CAGA-GFP viability, ATP luminescence, 18 h; Potency, µM (doses to about 46.1 µM), for inactives: top-dose activity change, negative = cytotoxicity, actives largely listed as cytotoxic; 410,000 tested, 0.76% active; further: some results filed as inactive show a strong effect at the top dose
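HepG2 CAGA-GFP cells (1000/well, DMEM with 1% FBS) received compound, then TGF-beta at 500 pg/mL final, and were incubated 18 hours at 37 degrees C. Viability was read by CellTiter-Glo luminescence. Media-only wells were set as complete cell-killing and DMSO as no toxicity.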
S2 tox: Viability Counterscreen for Primary qHTS for Inhibitors of ATXN expression | S2 cells (HEK-293 line with an ATXN2-luciferase reporter) viability, CellTiter-Fluor protease fluorescence, 24 h | Potency, µM (series often up to 56.7 µM), usual class: cytotoxic | 400,000 tested, 0.49% active; further: nearly all actives have a fitted effect of over 40% in size
A549 viability: Nrf2 qHTS screen for inhibitors: counterscreen for cytotoxicity; Potency, µM (top dose mostly 46 µM), inactives show at the top dose activity change, negative = cytotoxicity, usual class: inhibitors; A549 ARE-Fluc cells, CellTiter-Fluor viability, 18-24 h; AID 504648, 2011; 390,000 tested, 0.16% active; further: on the % scale 0 is the no-effect control and ±100 the full control effect
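A549 ARE_Fluc cells in 5% FBS OPTI-MEM were exposed to compounds in concentration-response for 18-24 h at 37 deg C. Viability was read by CellTiter-Fluor fluorescence (Ex 405/Em 525) after 30 min, before the luciferase read.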
TGFb SMAD3 inh: qHTS for Inhibitors of TGF-b; 410,000 tested, 1.2% active; Potency, µM (highest dose often 46.1 µM), for inactives: top-dose activity, negative = inhibition, hits mostly inhibitors; HepG2 CAGA-GFP TGF-b/SMAD3 reporter, GFP fluorescence, 18 h; TGF-beta stimulated, 500 pg/mL final; further: on the % scale 0 is the no-effect control and ±100 the full control effect; nearly all actives have a fitted effect of over 65% in size
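Read-out: total well GFP (ex488/em500-530) summed from mean per-cell fluorescence. Cells: HEPG2 CAGA-GFP, 1% FBS DMEM, 18 h at 37 degrees C with 500 pg/mL final TGF-beta. Unstimulated wells served as the full-inhibition control; stimulated DMSO wells = 0%.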
Nrf2 ARE act: qHTS of Nrf2 Activators. AID 624171, 2012. 410,000 tested, 0.31% active. AREc32 ARE-luciferase reporter (MCF7-derived line), luminescence, 24 h. Potency, µM (series often up to 46.1 µM), for the others: at the highest dose activation, most hits filed as activators; further: % of control where 0% means no effect; nearly all actives have a fitted effect of over 65% in size
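ARE-driven firefly luciferase activity in AREc32 cells measured after a 24 hr compound exposure at 37 deg C, using Steady-Glo reagent and a 30 min room-temperature hold.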
Nrf2 block: Nrf2 qHTS screen for inhibitors | A549 ARE-Fluc reporter, luciferase luminescence, 18-24 h | Potency, µM (doses to about 46 µM), for inactives: at the highest dose activity change, negative = inhibition, actives largely listed as inhibitors | 360,000 tested, 2.1% active | AID 504444, 2011; further: on the % scale 0 is the no-effect control and ±100 the full control effect; nearly all actives have a fitted effect of over 60% in size
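Reporter: ARE-Fluc in A549. Exposure: 18-24 h, 37 °C, 5% CO2, 5% FBS OPTI-MEM. Readouts: fluorescent cytotoxicity (CellTiter-Fluor), then luminescent Nrf2 signal after BugLite.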
MCF10A rereplic: A quantitative high throughput screen for small molecules that induce DNA re-replication in MCF 10a normal breast cells; Potency, µM (titrated, usually from 46.1 µM), for the others: top-dose activity, positive = re-replication, actives largely listed as activators; MCF 10A DNA re-replication, Hoechst nuclear intensity, 48 h; 350,000 tested, 2.9% active; further: % of control where 0% means no effect; nearly all actives have a fitted effect of over 50% in size
* hit, by the source's call; i = inactive; ? = inconclusive; . = not tested or not shown; & = joins results of further samples; [ ] = another dose, or the depositor's remark. The call rests on the fitted dose curve; in most records, active means well fitted curve in the direction sought with a large enough effect; inconclusive means small, poorly fitted or top-dose-only effect, or another doubt; inactive means no such curve, though single readings can be large; an effect the other way counts as inactive or inconclusive. Potency means the concentration at half of the fitted maximal effect. Not all compounds are listed; count on the stated rates, not on these rows.

SMILES	ATXN2 expr inh	EPAC2 antag	HepG2 tox	S2 tox	A549 viability	TGFb SMAD3 inh	Nrf2 ARE act	Nrf2 block	MCF10A rereplic
COc1ccccc1NC(=O)C1=C(C)Nc2nc(SCc3ccccc3)nn2C1c1ccncc1 (configuration not stated)	-2.0%	.	1.8%	i	2.2%	-2.0%	-0.7%	-6.6%[9.27 µM]	.
CC(C)C1Oc2ccccc2N(CC(=O)NCCCN2C(C)CCCC2C)C1=O (configuration not stated)	4.3%	-0.6%	-0.5%	i	-2.0%	2.8%	-0.3%	.	-14.7%
CN(C/C=C/c1ccccc1)Cc1cccc2ccccc12	-20.9%&-20.9%	11.0%	-32.9%	i	-2.9%	-0.9%	-0.7%	?	13.2%
COc1ccc(N2CCN(C(=O)Nc3ccccc3C)CC2)cc1	-8.3%	6.0%	-8.6%	i	0.4%	0.2%	-0.1%	21.3%	-0.7%
CC(C)(C)c1ccc(CN2C3=NCCCN3c3ccccc32)cc1	?	9.3%	15.8µM*	?	-27.6%	?	3.9%	11.0%	?
COC(=O)C1=C(C(=O)OC)N2C=CC=CC2(C)C(C(=O)OC)=C1C(=O)OC (configuration not stated)	-4.2%	8.0%	17.5%	?	-18.0%	-7.3%	0.9%	-5.6%	-0.5%
CCOC(=O)c1cc2c(=O)n3ccccc3nc2n(CC(C)C)c1=NC(=O)c1ccco1	8.4%	9.4%	-25.6%	i	-18.4%	-4.0%	3.4%	-8.0%	?
CCOc1ccc(C(=O)OCC(=O)NCCNC(=O)COC(=O)c2ccc(OCC)cc2)cc1	4.5%	?	0.2%	i	1.4%	32.5%[activator]	0.1%	4.0%	4.1%
O=C(Nc1ccc2c(c1)OCO2)c1cc(-c2cccnc2)nc2ccccc12	1.6%	3.5%	-12.4%	?	-0.8%	-0.9%	-0.4%	?	-5.5%
CN(Cc1ccc(Cl)cc1Cl)C(=O)C1CSC2(C)CCC(=O)N12 (configuration not stated)	.	-14.4%	-29.2%	i	.	-12.2%	-1.1%	.	.
COc1ccnc(CSC(N)=Nc2ccccc2C(F)(F)F)c1	15.6%	-7.9%	-18.8%	i	-0.3%	-19.5%	16.3%	3.1%	-2.1%
CCOc1cc(C2c3c(-c4ccccc4O)n[nH]c3C(=O)N2Cc2cccnc2)ccc1O (configuration not stated)	7.3%	.	-22.8%	?	2.3%	8.9%	3.0%	0.1%	.
Cc1ccc(S(=O)(=O)N(C)C)cc1NC(=O)COC(=O)C1CCN(S(=O)(=O)c2cccs2)CC1	6.0%	-1.9%	-7.0%	i	-5.0%	2.3%	0.3%	11.5%	-3.9%
Cc1ccc(C(=O)c2cc([N+](=O)[O-])ccc2N2CC(C)OC(C)C2)cc1 (configuration not stated)	.	?	0.4%	?	-30.2%	-11.8%	-0.4%	1.6%	22.0%
O=C(Cn1nnc2ccccc21)c1ccc(Cl)cc1	.	1.9%	-31.8%	i	-3.4%	-5.0%	-0.4%	3.8%	-0.2%
O=C(Nc1cc(Cl)ccc1O)C1CCCO1 (configuration not stated)	0.9%	6.3%	9.2%	i	-6.8%	0.0%	5.9%	?	2.9%
O=C(CCSc1ccccc1)NCCSCc1ccccc1	-4.5%	-4.8%	-0.4%	i	-3.1%	-25.8%	-0.6%	0.1%	-7.5%
Cc1cccc(Nc2nnc(SCC(=O)c3ccc(O)cc3O)s2)c1	10.8%	5.9%	-21.1%	i	0.6%	?	2.4%	?	10.1%
Cc1ccc(NC(=O)CN(C)C(=O)c2ccc(S(=O)(=O)N(C)c3ccccc3)cc2)cc1	-4.0%	-8.5%	-19.8%	i	4.4%	3.0%	0.0%	1.4%	-0.6%
CC(C)Cc1ccc(CN2C(C)C(=O)N(Cc3cn(Cc4ccco4)nn3)CCS2(=O)=O)cc1 (configuration not stated)	-9.8%	3.5%	-21.3%	?	.	?	9.8%	.	.
CCCC(=O)Nc1nc2ccc(OC)cc2s1	40.2%[activator]	-1.8%	-6.2%	i	0.5%	-2.0%	2.9%	?	9.3%
Cc1ccc(C(=O)OCN2C(=O)c3ccccc3C2=O)o1	-22.2%	-8.1%	2.6%	i	-9.2%	5.8%	0.1%	2.0%	-22.9%
CCCCNS(=O)(=O)c1ccc(NC(=O)C2CCCO2)cc1 (configuration not stated)	-0.8%	4.4%	-7.9%	i	1.1%	0.0%	0.6%	-16.7%	-6.7%
CC1(C(=O)Nc2ccc3c(c2)OCO3)Cc2c(-c3ccccc3)ccnc2O1 (configuration not stated)	-6.3%	-7.7%	-2.2%	?	.	-0.7%	0.2%[9.22 µM]	.	.
COc1cc(/C=C/C(=O)N2CCCc3ccccc32)cc(OC)c1OC	-14.4%	-0.2%	-0.9%	i	15.4%	0.3%	0.7%	-6.0%	?
CCCOC(=O)C1=C(C)NC2=C(C(=O)CCC2)C1c1cc(OC)ccc1OC (configuration not stated)	-1.4%	-12.2%	-15.7%	i	-3.0%	4.5%	0.6%	-4.0%	13.0%
COCCCC1CCN(C(=O)c2cc(COc3cc(C)ccc3C)on2)CC1	46.6%[activator]	-14.2%	2.2%	i	2.9%	-18.2%	0.6%	?	?
Cc1nc(SCC(=O)Nc2ccccc2Cl)c2c(C)c(C)sc2n1	-20.6%	-0.5%	-5.7%	i	4.2%	-12.5%	-1.3%	?	23.1µM*
CCOc1cc(C(=O)Nc2ccncc2)cc(OCC)c1OCC	-19.9%	-10.3%	-16.2%	i	-4.3%	0.4%	-0.3%	-6.0%	4.5%
CCC(C(=O)NCc1ccc2c(c1)CCN2C(=O)c1ccc(F)cc1)c1ccccc1 (configuration not stated)	.	.	0.9%	.	0.5%	-1.1%	-0.7%	.	.
COc1ccccc1-c1nnc(N(C)C(=O)C2CCCO2)s1 (configuration not stated)	-15.0%	7.5%	-1.7%	i	0.3%	4.7%	0.6%	2.2%	-3.6%
O=C(CCNC(=O)c1ccc([N+](=O)[O-])cc1)NC1CCCCC1	-5.7%	-3.1%	-0.4%	i	1.8%	4.8%	-0.7%	-9.5%	-3.3%
O=S1(=O)CCN(Cc2ccc(Cl)cc2)CC1	-10.1%	12.1%	-2.1%	i	5.2%	-0.7%	-0.8%	.	-15.0%
COc1cccc2sc(NC(=O)c3ccc(S(=O)(=O)N4CCC(C)CC4)cc3)nc12	-22.7%	.	-20.7%	i	-10.8%	-17.4%	0.3%	.	.
COc1ccc(C(=O)NC(=S)Nc2ccccc2F)cc1	36.9%[activator]	-4.9%	-24.9%	i	17.0%	-19.4%	5.5%	?	2.3%
Cc1ccc(NC(=O)c2cnc(SCC(=O)N3CCCc4ccccc43)n(C)c2=O)cc1C	.	.	-27.2%	.	1.8%	-9.2%	-0.1%	.	.
Clc1ccc2nc(SCc3nnc(-c4ccccc4)o3)[nH]c2c1	-16.1%	-7.8%	7.1%	i	-3.0%	6.2%	0.0%	?	4.0%
CCOC(=O)C1CCN(C(=O)c2ccc3c(c2)OCCO3)CC1	.	3.2%	12.8%	?	-4.0%	1.4%	3.6%	3.9%	-4.0%
CCOc1cc(NC(=S)NCC2CCCO2)c(OCC)cc1NC(=O)c1ccc(OC)cc1 (configuration not stated)	5.4%	13.0%	1.4%	i	0.9%	-8.7%	-1.0%	2.5%	-2.5%
CCC1(C)Cc2c(sc3nnn(CC(=O)Nc4ccccc4)c(=O)c23)CO1 (configuration not stated)	-14.7%	-8.5%	-41.3%	i	-16.3%	2.9%	-0.1%	?	-2.6%
COc1ccccc1NC(=O)NC1(C(=O)N2CCCCC2)CCCCC1	-10.4%	-9.0%	-3.4%	i	0.8%	-6.1%	-0.4%	26.7%	4.9%
CCc1ccc(Nc2ncc3c(n2)CC(c2ccc(OC)cc2)CC3=O)cc1 (configuration not stated)	-11.8%	-1.3%	9.1%	i	-14.3%	22.6%	0.3%	-28.3%	18.4µM*
Cn1c(=O)[nH]c(=O)c2c1nc(NN)n2CCOc1ccccc1	31.5%	-11.4%	-26.7%	i	-0.5%	2.5%	0.6%	20.0%	-12.7%
COC(=O)c1ccc(NS(=O)(=O)N(C)C)cc1	-28.1%	-3.1%	-1.0%	i	3.5%	-6.5%	-0.2%	11.0%	-3.3%

Copied from the results shown, seven compounds:
SMILES	ATXN2 expr inh	EPAC2 antag	HepG2 tox	S2 tox	A549 viability	TGFb SMAD3 inh	Nrf2 ARE act	Nrf2 block	MCF10A rereplic
CCOC(=O)C1CCN(C(=O)c2ccc3c(c2)OCCO3)CC1	.	3.2%	12.8%	?	-4.0%	1.4%	3.6%	3.9%	-4.0%
CCOc1cc(NC(=S)NCC2CCCO2)c(OCC)cc1NC(=O)c1ccc(OC)cc1 (configuration not stated)	5.4%	13.0%	1.4%	i	0.9%	-8.7%	-1.0%	2.5%	-2.5%
CCC1(C)Cc2c(sc3nnn(CC(=O)Nc4ccccc4)c(=O)c23)CO1 (configuration not stated)	-14.7%	-8.5%	-41.3%	i	-16.3%	2.9%	-0.1%	?	-2.6%
COc1ccccc1NC(=O)NC1(C(=O)N2CCCCC2)CCCCC1	-10.4%	-9.0%	-3.4%	i	0.8%	-6.1%	-0.4%	26.7%	4.9%
CCc1ccc(Nc2ncc3c(n2)CC(c2ccc(OC)cc2)CC3=O)cc1 (configuration not stated)	-11.8%	-1.3%	9.1%	i	-14.3%	22.6%	0.3%	-28.3%	18.4µM*
Cn1c(=O)[nH]c(=O)c2c1nc(NN)n2CCOc1ccccc1	31.5%	-11.4%	-26.7%	i	-0.5%	2.5%	0.6%	20.0%	-12.7%
COC(=O)c1ccc(NS(=O)(=O)N(C)C)cc1	-28.1%	-3.1%	-1.0%	i	3.5%	-6.5%	-0.2%	11.0%	-3.3%
